# Screens: PubChem BioAssay, National Center for Advancing Translational Sciences (NCATS)
# Imprint erasure = qHTS Assay for Compounds that Induce Erasure of Genomic Imprints | Potency, µM (highest dose often 60.7 µM), for inactives: at the top dose activity change, positive = activation, most hits filed as activators | mouse ES Peg3-LacZ reporter, beta-gal luminescence, 40 h | AID 1948, 2009 | 110,000 tested, 0.02% active;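 also: 0% = negative control wells on the plate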
#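 Each well holds 300 Peg3LacZ-Neo (maternal) female ES cells incubated 40 h at 37C, 5% CO2. LacZ is measured by BetaGlo luminescence, with AC50 and maximum efficacy derived from dose-response curves.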
# IkB signaling = IkB Signaling. ABC-DLBCL IkBa-CBG/CBR dual luciferase ratio, 4 h; response scale: scaled: untreated 0%, proteasome inhibitor 100%. Potency, µM (series often up to 57.1 µM), without a hit: top-dose IkBa stabilization activation. 110,000 tested, 0.04% active. AID 445, 2006; active = well fitted curve in the direction sought with a large enough effect in the signal ratio, not every such curve was filed as active; inconclusive = small, poorly fitted or top-dose-only effect, or a change in a side signal; the % refers to the signal ratio;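 also: the direction sought is a rising ratio; 0% = basal untreated cells and 100% = reference inhibitor full response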
#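 In this assay, an IκBα–CBG68 fusion accumulates when IKK-driven degradation is blocked; native CBR normalizes for cell number. OCI-Ly3 cells were treated 4 h with compound and doxycycline, then green and red light read after Chroma-Glo addition.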
# p53ts 32C tox = qHTS Screen for Compounds that Selectively Target Cancer Cells with p53 Mutations: Cytotoxicity of p53ts Cells at the Permissive Temperature; H1299-p53A138V at 32C, ATP luminescence viability, 24 h; Potency, µM (titrated, usually from 46.1 µM), without a hit: at the highest dose activity change, negative = cytotoxicity, hits mostly cytotoxic; 130,000 tested, 0.93% active; AID 924, 2007;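 also: 0% = DMSO and -100% = full killing by reference compound; nearly all actives have a fitted effect of over 55% in size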
#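 ATP-content luminescence (ATPlite) read-out after 24 h compound exposure at 32C in H1299-p53A138V cells (600/well). Tested up to 46 uM. Normalized to DMSO (0%) and 100 uM tamoxifen (100% killing); Hill-fit AC50.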
# p53ts 39C tox = qHTS Screen for Compounds that Selectively Target Cancer Cells with p53 Mutations: Cytotoxicity of p53ts Cells at the Nonpermissive Temperature; H1299-p53A138V viability at 39C, ATP luminescence, 24 h; Potency, µM (doses to about 46.1 µM), without a hit: at the top dose activity change, negative = cell killing, most hits filed as cytotoxic; 130,000 tested, 1.5% active; AID 902, 2007; also: nearly all actives have a fitted effect of over 55% in size
# Active calls of the source: *; ? = inconclusive; nt = not tested or not shown; & = joins results of further samples; [ ] = dose if it differs, or a comment. Unless noted, calls follow the shape of the dose curve; as a rule, active = well fitted curve in the direction sought with a large enough effect; inconclusive = small, poorly fitted or top-dose-only effect, or another doubt; inactive = no such curve, though single readings can be large; an effect the other way counts as inactive or inconclusive. Unless noted, % is scaled to controls: 0 for no effect and ±100 for the full control effect; potency is read from the fitted curve at half-maximal effect.
1: CCCCSc1nnc(CCCCCNC(=O)OC(C)(C)C)o1
2: Cc1c2cnn(CC(=O)N3CCN(c4ccccc4)CC3)c(=O)c2c(C)n1Cc1ccccc1Cl
3: O=C(Nc1ccc(OC(=O)c2cccs2)cc1)c1ccco1
4: COc1cccc(C2NC(=O)NC(C)=C2C(=O)Nc2cccc(C)c2C)c1 (stereo not drawn)
5: CCn1c(C(C)NC(=O)Cc2ccccc2)nc2ccccc21 (stereo not drawn)
6: COCCNC(=O)C(c1cccc(OC)c1)N(C(=O)Cn1nnc2ccccc21)c1cccnc1 (stereo not drawn)
assay / entry,1,2,3,4,5,6
Imprint erasure,-14%,19%[10.9 µM],nt,2%,-13%,0%
IkB signaling,5.4%,-0.1%,-1.9%,0.9%,-0.1%,1.9%
p53ts 32C tox,-1%,5%,-13%,2%,4%,-1%
p53ts 39C tox,3%,-10%,-17%,9%,-6%,-4%

7: COc1ccccc1-c1nnc2sc(COc3ccc(F)cc3)nn12
8: CCN(CC)c1ccc(/C=N/OCC(=O)N2CCCc3ccccc32)cc1
9: CCCCCCNC(=O)C(C#N)c1nc2ccccc2nc1N1CCCC1 (stereo not drawn)
10: Cc1cc(C)cc(NC(=O)CSc2nc(-c3cccc(Cl)c3)nc3c2Cc2c(CO)cnc(C)c2O3)c1
11: Cc1ccc(NC(=O)CCc2nnc3n(C)c(=O)c4sccc4n23)cc1C
12: COc1ccc(CCNC(=O)CCc2c(C)nc3c4cccnc4nn3c2C)cc1OC
assay / entry,7,8,9,10,11,12
Imprint erasure,-17%,nt,1%,8%[10.9 µM],-7%[10.9 µM],8%[10.9 µM]
IkB signaling,2.3%,nt,-2.8%,1.0%,-0.7%,0.6%
p53ts 32C tox,2%,-4%,2%,3%,-1%,4%
p53ts 39C tox,0%,-24%,-7%,8%,28%,8%

13: CCOC(=O)C1=NN(c2ccc(OC)cc2)C(c2ccccc2)CC1=O (stereo not drawn)
14: COc1ccc(O)c(-c2cc(-c3cccs3)[nH]n2)c1
15: c1ccc(C2C3=C(Nc4ncnn42)c2ccccc2CCC3)cc1 (stereo not drawn)
16: CCC(=O)Nc1cccc(NC(=O)c2cc3ccccc3o2)c1
17: CCCn1c2c(c(O)c(C(=O)NCCCN(CC)CC)c1=O)CCCC2
18: O=C(Nc1ccccn1)C(NS(=O)(=O)c1cccc2nsnc12)c1ccccc1 (stereo not drawn)
assay / entry,13,14,15,16,17,18
Imprint erasure,nt,-22%,-8%,-76%[inhibitor],nt,-9%
IkB signaling,nt,10%,-3.6%,?,nt,-0.9%
p53ts 32C tox,-6%,-11%,10%,10µM*,-13%,-20%
p53ts 39C tox,-15%,-29%,20%,13µM*,-23%,10%

# Quoted from above: entries 16 to 18
16: CCC(=O)Nc1cccc(NC(=O)c2cc3ccccc3o2)c1
17: CCCn1c2c(c(O)c(C(=O)NCCCN(CC)CC)c1=O)CCCC2
18: O=C(Nc1ccccn1)C(NS(=O)(=O)c1cccc2nsnc12)c1ccccc1 (stereo not drawn)
assay / entry,16,17,18
Imprint erasure,-76%[inhibitor],nt,-9%
IkB signaling,?,nt,-0.9%
p53ts 32C tox,10µM*,-13%,-20%
p53ts 39C tox,13µM*,-23%,10%

# Carrying on.
19: COc1ncc2nc(-c3ccc(F)cc3)c(=O)n(-c3ccccc3)c2n1
20: CCCOc1ccccc1-c1nc(SCCC(=O)O)n[nH]1
21: COc1ccc(CNC(=O)COC(=O)c2ccc3c(c2)OCCO3)cc1
22: CC(=O)c1cccc(NC(=O)c2nc(-c3ccccc3)n(-c3ccccc3C)n2)c1
23: CCc1cccc(C)c1NC(=O)c1cc(CN2CCCC2)on1
24: CC(C)OCCCNc1ncnc2c1[nH]c1ccccc12
assay / entry,19,20,21,22,23,24
Imprint erasure,?,-36%[inhibitor],-5%,9%[10.9 µM],-6%[10.9 µM],-24%
IkB signaling,0.1%[11.4 µM],?,1.2%,-1.0%,-0.2%,?
p53ts 32C tox,5%,33%[activator],0%,-14%,2%,?
p53ts 39C tox,-5%,0%,11%,-5%,-5%,?

25: COc1ccccc1NC(=O)c1cnc(SCC(=O)N2CCCc3ccccc32)n(C)c1=O
26: CCOc1ccc(OCC)c(NC(=O)CN(C)S(=O)(=O)c2ccc3[nH]c(=O)oc3c2)c1
27: O=C(Nc1ccc(C(F)(F)F)cc1)c1cc(S(=O)(=O)N2CCCc3ccccc32)ccc1F
28: O=C(c1noc2c1CCCC2)N1CCCCC1
29: Cc1cccc(N2CCN(C(=O)c3ccncc3)CC2C)c1 (stereo not drawn)
30: Cc1ccc(-c2cc(C(=O)NCCc3ccccc3)c3c(-c4ccc(C)cc4)[nH]nc3n2)cc1
assay / entry,25,26,27,28,29,30
Imprint erasure,-21%[10.9 µM],9%[10.9 µM],-14%[10.9 µM],-24%,1%,-4%[10.9 µM]
IkB signaling,?,?,?,?,-0.2%,-0.7%
p53ts 32C tox,-2%,-6%,-4%,-4%,1%,-18%
p53ts 39C tox,-13%,-12%,?,-5%,7%,?

31: Cc1onc(-c2ccccc2Cl)c1C(=O)Nc1ccccc1
32: C#CCCCO/N=C1/C[C@@H](O)[C@@H](O)[C@@H]2[C@@H]3C(=O)N([C@@H](C)c4ccccc4)C(=O)[C@H]3CC[C@H]12
33: Cn1cc(-c2cc3n(n2)CCC(=O)N3CC(=O)O)c2ccccc21
34: Cc1cc(NC(=O)CSc2nc3cc4c(cc3c(=O)n2CCc2ccccc2)OCO4)no1
35: CC1=NN(c2ccccc2)C(=O)[C@@H]1N=Nc1ccc(S(N)(=O)=O)cc1
36: Cc1ccc2c(CC(=O)N3CCc4ccccc43)coc2c1
assay / entry,31,32,33,34,35,36
Imprint erasure,nt,nt,?,7%,-5%[10.9 µM],-61%[inhibitor]
IkB signaling,nt,nt,-0.4%,-1.2%,-0.1%[11.4 µM],0.7%
p53ts 32C tox,0%,-2%[9.22 µM],2%,0%,8%[9.22 µM],-24%
p53ts 39C tox,13%,0%[9.22 µM],-5%,-1%,18%[9.22 µM],?

37: Cn1c(SCC(=O)N2CCCc3ccccc32)nnc1-c1cccs1
38: COC(=O)C1=C(C)N=C2SCCC(=O)N2C1c1cccs1 (stereo not drawn)
39: COc1ccc2c(c1)CCc1c(C(=O)Nc3c(C)nn(Cc4ccc(Cl)c(Cl)c4)c3C)noc1-2
40: O=C(Nc1ccc2nc(SCC(=O)N3CCc4ccccc43)sc2c1)c1cccc(Cl)c1
41: Cc1ccccc1Nc1nnc(-c2ccc(C)c(S(=O)(=O)N3CCOCC3)c2)c2ccccc12
42: COc1ccc(CNC(=O)C2CCN(c3nc4ccc(C)cc4[nH]3)CC2)cc1
assay / entry,37,38,39,40,41,42
Imprint erasure,nt,-8%,-13%[10.9 µM],-19%[10.9 µM],-9%[10.9 µM],-4%[10.9 µM]
IkB signaling,5.9%,-0.9%,7.6%,-0.1%,?,-0.6%
p53ts 32C tox,3%,-4%,-3%,-9%,17%,16%
p53ts 39C tox,11%,-7%,-5%,16%,3%,-9%

43: O=C1C(=O)N(CCO)C(c2cccc(F)c2)/C1=C(\O)c1ccc(Cl)cc1 (stereo not drawn)
44: CCc1nc2scc(-c3ccccc3)c2c(=O)n1N
45: Cc1cccc(C)c1NC(=O)Cn1c(=O)n(CCCS(=O)(=O)C2CCCCC2)c(=O)c2ccccc21
46: CCCCc1ccc(-n2nc3cc(C)c(NC(=O)c4ccc(C#N)cc4F)cc3n2)cc1
47: O=C(O)CC1SC(=O)N(Cc2ccccc2)C1=O (stereo not drawn)
48: O=C(CSc1nc2ccccc2c(=O)n1Cc1ccco1)c1ccccc1
assay / entry,43,44,45,46,47,48
Imprint erasure,-5%,2%,-12%[10.9 µM],9%[10.9 µM],-11%,-18%
IkB signaling,-1.4%,-0.2%,0.8%,-3.3%,-7.0%,?
p53ts 32C tox,-16%,-2%,11%,-8%,-1%,-4%
p53ts 39C tox,9%,4%,-25%,12%,6%,-10%

49: NCC(=O)N[C@H](CO)C(=O)O
50: CCCCC(=O)Nc1ccc(C(=O)N2CCN(C)CC2)cc1
51: COc1cc(OC)c(NC(=O)c2c(C)oc3nc(C)nc(N4CCOCC4)c23)cc1Cl
52: CCNc1ncc2nc(-c3ccccc3)c(=O)n(CCC#N)c2n1
53: Cc1ccccc1NC(=O)Nc1csc2c1CCCC2
54: O=C(CSCC(=O)N1CCOCC1)Nc1ccccc1
assay / entry,49,50,51,52,53,54
Imprint erasure,?,4%,7%[10.9 µM],-6%,-5%[10.9 µM],19%
IkB signaling,-1.2%[11.4 µM],1.7%,-3.3%,-4.8%[11.4 µM],?,3.8%
p53ts 32C tox,-3%[9.22 µM],-2%,8%,11%,-9%,-2%
p53ts 39C tox,1%[9.22 µM],9%,12%,-18%,?,4%

55: CCOC(=O)C1CCN(S(=O)(=O)c2ccc(Br)c(OCC)c2)CC1
56: Oc1c(Cl)cc(Cl)c2c1NCCC2
57: CCSc1nc(C)c(CC)c(C)c1C(N)=O
58: CCN(CC)c1cc2c(cc1F)c(=O)c(S(=O)(=O)c1ccccc1)cn2C
59: CC1(C)Cn2c(nnc2-c2ccccc2)S1
60: COc1cc(NC(=O)Cn2nc(Cc3cccnc3)c3ccccc3c2=O)cc(OC)c1OC
assay / entry,55,56,57,58,59,60
Imprint erasure,-12%,-21%,-3%,-12%[10.9 µM],4%,-13%[10.9 µM]
IkB signaling,3.3%,?,1.2%,?,-0.3%,0.7%
p53ts 32C tox,-8%,?,2%,-6%,1%,-11%
p53ts 39C tox,5%,?,14%,8%,2%,-8%

61: CCn1c(SCC(=O)Nc2nc3ccc(OC)cc3s2)nc2c1c(=O)n(C)c(=O)n2C
62: Cc1ccc(NC(=O)COC(=O)c2ccnn2C)cc1
63: Cc1nnc(NC(=O)C2CCCCC2)s1
64: NC12CC3CC(C1)CC(CO)(C3)O2
65: CCCNS(=O)(=O)c1ccc(CCC(=O)Nc2ccc3c(c2)OCO3)cc1
66: Cc1cccc(CC2S/C(=N/c3ccccn3)NC2=O)c1 (stereo not drawn)
assay / entry,61,62,63,64,65,66
Imprint erasure,-17%,-5%,nt,?,-3%,nt
IkB signaling,?,-2.2%,nt,0.5%,-1.9%,nt
p53ts 32C tox,2%,-2%,6%,-1%,8%,8%
p53ts 39C tox,-2%,1%,-3%,-1%,5%,20%

67: CCc1ccc(-n2c(=O)c3sc4ccccc4c3n(CC(=O)NCc3ccccc3)c2=O)cc1
68: CCCC(=O)Nc1cccn(Cc2ccccc2Br)c1=O
69: Cc1cc(N2CCN(c3ccc(F)cc3)CC2)nc(-c2ccccc2)n1
70: Cc1cccc(C)c1OCC(=O)Nc1ncn[nH]1
71: CCC1Oc2ccccc2N(CC(=O)NCCCN2CCOCC2)C1=O (stereo not drawn)
72: O=C(CS(=O)CC(=O)Nc1ccc(Cl)cc1)NCC1OCCc2ccccc21 (stereo not drawn)
assay / entry,67,68,69,70,71,72
Imprint erasure,-9%[10.9 µM],-9%,nt,-10%,-13%,-5%
IkB signaling,-0.5%,4.1%,nt,0.9%&-2.3%,-3.8%,4.1%
p53ts 32C tox,-9%,1%,-3%,1%,4%,-21%
p53ts 39C tox,-3%,-2%,-3%,0%,-3%,-14%

# Sorted by length of the SMILES (smallest number first): 4 of the compounds above.
70: Cc1cccc(C)c1OCC(=O)Nc1ncn[nH]1
68: CCCC(=O)Nc1cccn(Cc2ccccc2Br)c1=O
72: O=C(CS(=O)CC(=O)Nc1ccc(Cl)cc1)NCC1OCCc2ccccc21 (stereo not drawn)
67: CCc1ccc(-n2c(=O)c3sc4ccccc4c3n(CC(=O)NCc3ccccc3)c2=O)cc1
assay / entry,70,68,72,67
Imprint erasure,-10%,-9%,-5%,-9%[10.9 µM]
IkB signaling,0.9%&-2.3%,4.1%,4.1%,-0.5%
p53ts 32C tox,1%,1%,-21%,-9%
p53ts 39C tox,0%,-2%,-14%,-3%
